# SW480 rerep: inducers of DNA re-replication in SW480 colon cancer cells; 340,000 compounds, 1.8% hits; SW480 DNA re-replication, Hoechst DNA content imaging, 48 h; Potency, µM (top dose mostly 46.1 µM), inactives show at the top dose re-replication activation, usual class: activators; further: potency means the concentration at half of the fitted maximal effect; % of control where 0% means no effect; nearly all actives have a fitted effect of over 55% in size
#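 Hoechst fluorescence of nuclei (405 nm excitation, 500-530 nm emission) measured by plate-scanning imager after 48 hr compound exposure at 37 C; re-replication scored as increased number of nuclei with elevated intensity.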
# MCF10A rereplic: DNA re-replication induction in MCF 10a cells; MCF 10A DNA re-replication, Hoechst nuclear intensity, 48 h; AID 624296; 350,000 compounds, 2.9% hits; Potency, µM (doses to about 46.1 µM), inactives show at the top dose activity, positive = re-replication, usual class: activators; further: potency means the concentration at half of the fitted maximal effect; % of control where 0% means no effect; nearly all actives have a fitted effect of over 50% in size
# ATXN2 expr inh: inhibitors of ATXN2 expression; HEK-293 ATXN2-luciferase reporter, luminescence, 24 h; Potency, µM (doses to about 57 µM), for the others: at the top dose activity change, negative = inhibition, actives largely listed as inhibitors; 360,000 compounds, 0.72% hits; AID 1745845; further: potency means the concentration at half of the fitted maximal effect; on the % scale 0 is the no-effect control and ±100 the full control effect; nearly all actives have a fitted effect of over 55% in size
#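 ATXN2-luciferase reporter cells (luciferase flanked by upstream and downstream ATXN2 gene portions) were treated 24 h at 37 °C with compounds at up to 57 uM. SteadyGlo luminescence gave expression; GF-AFC fluorescence gave viability.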
# HT1080NT lethal: kills 2HG-producing HT-1080-NT fibrosarcoma cells; HT-1080-NT fibrosarcoma viability, CellTiter-Glo ATP luminescence, 48 h; Potency, µM (series often up to 46.1 µM), without a hit: at the highest dose activity, negative = less viability, most hits filed as cytotoxic; 360,000 compounds, 1.6% hits;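 further: NT is the 2HG producing partner of a matched IDH1 knockdown line; potency means the concentration at half of the fitted maximal effect; 0% = DMSO-treated cells and -100% = media-only wells without cells; nearly all actives have a fitted effect of over 55% in size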
#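 A 48-hour cytotoxicity screen used HT-1080-NT cells plated 2 hours before compound delivery. ATP-based CellTiter-Glo luminescence measured viability, normalized to DMSO and no-cell controls.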
# KB-3-1 tox: kills parental KB-3-1 adenocarcinoma cells | AID 1347075 | 400,000 compounds, 1.4% hits | Potency, µM (titrated, usually from 46.1 µM), without a hit: top-dose activity change, negative = cytotoxic, hits mostly cytotoxic | KB-3-1 viability, CellTiter-Glo ATP luminescence, 72 h; further: potency means the concentration at half of the fitted maximal effect; on the % scale 0 is the no-effect control and ±100 the full control effect; nearly all actives have a fitted effect of over 60% in size
#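 Multi-concentration cytotoxicity screen in KB-3-1 cells grown in DMEM lacking phenol red with 10% FBS. After 72 h at 37 °C with compound, ATP-dependent luminescence was recorded.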
# WRN inhibitor: WRN helicase (human) inhibition. Q14191. WRN helicase unwinding, fluorescent forked duplex, kinetic. Potency, µM (doses to about 114 µM), without a hit: top-dose activity change, negative = inhibition, hits mostly inhibitors. 360,000 compounds, 0.46% hits. AID 651768; further: potency means the concentration at half of the fitted maximal effect; on the % scale 0 is the no-effect control and ±100 the full control effect; nearly all actives have a fitted effect of over 55% in size
# Target sequence (Q14191 whole entry, looked up): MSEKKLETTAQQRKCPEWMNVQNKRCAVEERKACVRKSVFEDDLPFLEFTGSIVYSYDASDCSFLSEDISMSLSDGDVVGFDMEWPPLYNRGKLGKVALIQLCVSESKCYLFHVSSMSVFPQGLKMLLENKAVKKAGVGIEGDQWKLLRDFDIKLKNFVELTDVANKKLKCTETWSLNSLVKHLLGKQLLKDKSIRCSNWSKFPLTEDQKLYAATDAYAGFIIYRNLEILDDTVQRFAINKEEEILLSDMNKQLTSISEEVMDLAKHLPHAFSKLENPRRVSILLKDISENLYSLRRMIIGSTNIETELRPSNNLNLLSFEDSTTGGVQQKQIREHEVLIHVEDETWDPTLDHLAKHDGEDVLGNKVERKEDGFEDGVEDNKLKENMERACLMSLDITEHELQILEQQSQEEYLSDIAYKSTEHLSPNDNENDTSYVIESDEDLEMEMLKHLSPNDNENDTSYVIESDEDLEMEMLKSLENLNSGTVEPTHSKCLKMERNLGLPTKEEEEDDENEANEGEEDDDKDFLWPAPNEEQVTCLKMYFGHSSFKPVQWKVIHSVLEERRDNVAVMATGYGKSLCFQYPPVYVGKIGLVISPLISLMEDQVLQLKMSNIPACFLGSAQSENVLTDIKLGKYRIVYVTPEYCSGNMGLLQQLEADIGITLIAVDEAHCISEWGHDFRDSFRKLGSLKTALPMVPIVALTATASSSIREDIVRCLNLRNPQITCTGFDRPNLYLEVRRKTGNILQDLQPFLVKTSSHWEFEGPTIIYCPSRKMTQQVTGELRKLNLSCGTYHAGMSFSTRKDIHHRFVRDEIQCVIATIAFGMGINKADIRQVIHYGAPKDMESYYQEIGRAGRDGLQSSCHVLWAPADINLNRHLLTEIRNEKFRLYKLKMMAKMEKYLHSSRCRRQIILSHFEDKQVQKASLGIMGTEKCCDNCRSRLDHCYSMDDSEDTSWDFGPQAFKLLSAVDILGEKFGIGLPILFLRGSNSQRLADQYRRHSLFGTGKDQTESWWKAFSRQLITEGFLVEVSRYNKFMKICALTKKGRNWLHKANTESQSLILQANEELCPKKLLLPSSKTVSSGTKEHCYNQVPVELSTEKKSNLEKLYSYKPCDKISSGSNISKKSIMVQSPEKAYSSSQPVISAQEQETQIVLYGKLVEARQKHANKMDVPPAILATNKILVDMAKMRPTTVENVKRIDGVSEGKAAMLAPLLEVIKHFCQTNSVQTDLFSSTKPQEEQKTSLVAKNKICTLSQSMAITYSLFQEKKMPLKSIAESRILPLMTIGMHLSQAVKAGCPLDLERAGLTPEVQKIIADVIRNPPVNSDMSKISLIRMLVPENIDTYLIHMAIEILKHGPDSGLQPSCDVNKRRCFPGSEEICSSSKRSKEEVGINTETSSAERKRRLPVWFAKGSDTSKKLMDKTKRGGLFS
#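 Enzyme (20 nM final) and test compound sit together 15 min at room temperature before substrate addition. Substrate is a single-forked duplex oligonucleotide (100 nM) labelled with fluorophore and quencher, with 2 mM ATP; helicase unwinding raises red fluorescence, read kinetically.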
# HT1080 IDH1KD tx: HT-1080 IDH1 knockdown cell toxicity (counter line); Potency, µM (top dose mostly 46.1 µM), inactives show at the top dose activity, negative = toxicity, hits mostly cytotoxic; HT-1080 IDH1 knockdown viability, ATP luminescence, 48 h; 360,000 compounds, 2% hits;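 further: potency means the concentration at half of the fitted maximal effect; 0% = DMSO wells and -100% = cell-free medium wells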
#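 Assay cells: HT-1080 with IDH1 knockdown, 750 per well, RPMI/5% FBS. Exposure: 48 h at 37 °C following 2 h pre-incubation. Read: CellTiter-Glo luminescence; fitted concentration-response, curve class assigned.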
# KB-V1 cytotox: KB-V1 MDR subline cytotoxicity; KB-V1 MDR cells viability, CellTiter-Glo, 72 h; Potency, µM (doses to about 46.1 µM), inactives show at the top dose activity change, negative = cytotoxicity, usual class: cytotoxic; 400,000 compounds, 3.4% hits; further: potency means the concentration at half of the fitted maximal effect; on the % scale 0 is the no-effect control and ±100 the full control effect; nearly all actives have a fitted effect of over 60% in size
#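 In this primary screen, KB-V1 cells overexpressing P-gp are incubated with library compounds (lowest to highest concentration) for 72 h at 37 degrees C before a luminescent ATP viability read.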
# IL-1B inflam inh: inhibitors of inflammasome signaling (IL-1 beta secretion). THP-1 LPS/ATP IL-1B secretion, AlphaLISA, 16 h; hits give low values. activity change, % at 57.5 µM. 360,000 compounds, 4.7% hits; in the data active means activity change below about -50%; inconclusive means mostly about -30% to -49%; further: on the % scale 0 is the no-effect control and ±100 the full control effect
#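 Secreted IL-1B measured by AlphaLISA bead assay after 16 h compound exposure of THP-1 cells; compounds (final up to 57.5 uM) added 1 h before LPS (250 ng/mL) and ATP (1.25 mM) stimulation; lower signal means less secretion.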
# * marks the source's active call; other numbers are inactive results; ? = inconclusive; . = no result given; & = joins results of further samples; [ ] = dose if it differs, or a comment. Unless noted, the call rests on the fitted dose curve; in most records, active means well fitted curve in the direction sought with a large enough effect; inconclusive means small, poorly fitted or top-dose-only effect, or another doubt; inactive means no such curve, though single readings can be large; an effect the other way counts as inactive or inconclusive.
# Preview (3 entries):
SMILES,SW480 rerep,MCF10A rereplic,ATXN2 expr inh,HT1080NT lethal,KB-3-1 tox,WRN inhibitor,HT1080 IDH1KD tx,KB-V1 cytotox,IL-1B inflam inh
O=C(Nc1ccccc1)C1CCCN1/C=C/C(=O)C(F)(F)F (stereo not drawn),24%,24%,3%,-4%,6%,?,1%,0%,-8
Cn1cnnc1Sc1nc2c(c(=O)n(C)c(=O)n2C)n1C,9%,-4%,4%,0%,8%,4%,1%,2%,7
Cc1ccc(-c2ccnc3nc(-n4cccc4)nn23)o1,?,?,-1%,4%,6%,-22%[57.1 µM],?,-26%,28

# The list itself, from the start:
SMILES,SW480 rerep,MCF10A rereplic,ATXN2 expr inh,HT1080NT lethal,KB-3-1 tox,WRN inhibitor,HT1080 IDH1KD tx,KB-V1 cytotox,IL-1B inflam inh
O=C(Nc1ccccc1)C1CCCN1/C=C/C(=O)C(F)(F)F (stereo not drawn),24%,24%,3%,-4%,6%,?,1%,0%,-8
Cn1cnnc1Sc1nc2c(c(=O)n(C)c(=O)n2C)n1C,9%,-4%,4%,0%,8%,4%,1%,2%,7
Cc1ccc(-c2ccnc3nc(-n4cccc4)nn23)o1,?,?,-1%,4%,6%,-22%[57.1 µM],?,-26%,28
CSc1nnc(C)c(=O)n1COC(=O)COc1ccc2ccccc2c1,-6%,-5%,5%,11%,6%,-27%,7%,-11%,12
CCOC(=O)c1c(NC(=O)CN2C(=O)NC3(CCC(CC)CC3)C2=O)sc(C)c1-c1ccc(C)cc1 (stereo not drawn),5%,?,5%,22%,0%,-10%,21%,-2%,-3
N=C1C(c2ccccc2)=C(O)CN1c1ccccc1,-7%,-4%,14%,4%,4%,3%,1%,-3%,0
COc1ccc(N(CC(=O)N2CCN(c3cc(C)ccc3C)CC2)S(=O)(=O)c2c(C)noc2C)cc1,-14%,?,-8%&13%,9%,?,6%,13%,-4%&0%,0
O=C(C1CCCCC1C(=O)N1CCCCC1)N1CCCCC1 (stereo not drawn),-4%,-4%,-4%,9%,3%,7%,21%,?,16
CCOc1cc2c(c3c1C(c1ccccc1)N(S(=O)(=O)c1ccc(C)cc1)C3)C(=O)C=CC2=O (stereo not drawn),.,.,?,6.5µM*,?,-6%,12µM*,?,-118*
Cn1c(NCc2ccccc2F)nc2cc(-c3cccc(C(F)(F)F)c3)sc2c1=O,.,.,7%,26%,0%,-5%,29%,1%,26
COc1ccc(-c2n[nH]c(=S)n2/N=C/C=C\c2ccccc2OC)cc1,8%,?,-8%,-16%,?,-8%,-15%,?,32
Cn1cc(C(=O)NCc2ccc(F)cc2)cn1,0%,-1%,-10%,2%,6%,-4%,12%,5%,15
O=C(Nc1cccnc1Cl)c1ccc(=O)oc1,-12%,-6%,1%,3%,-7%,?,19%,1%,-4
CCn1c(NCc2cc(Br)ccc2NS(=O)(=O)c2ccc(C)cc2)nc2ccccc21,4%,-4%,5%,-24%,?,-16%[57.1 µM],-22%,18µM*,3
COc1ccc(C(=O)N2CC3(C)C4CCC3(C)C2(C#N)C4)cc1OC (stereo not drawn),-3%,-3%,-10%,2%,-3%,2%,0%,?,27
CC(NCc1ccc(S(N)(=O)=O)cc1)C(=O)Nc1ccc([N+](=O)[O-])cc1Cl (stereo not drawn),4%,-5%,-11%,-15%,5%,-28%,-30%,-14%,-7
CCCCNC(=O)NNC(=O)c1ccc(F)cc1,?,-1%,-7%,9%,10%,-5%,1%,-2%,6
COCC(C)n1c(C)cc(C(=O)CSc2nc3ccccc3c(=O)[nH]2)c1C (stereo not drawn),-2%,?,31%,?,21µM*,-9%,?,2.6µM*,21
COC(=O)C1=C(C)N(C)C(C)=C(C(=O)OC)C1c1ccc(F)c(Br)c1,-1%,1%,-1%,-6%,-19%,-4%,-15%,?,-1
Cc1ccc(C(=O)NNC(=O)C(NC(=O)c2cccc(C)c2)C(C)C)cc1 (stereo not drawn),-9%,0%,.,-2%,-9%,2%,1%,-4%,-16
C/C(=N\NC(=O)C1(C)CC1(Br)Br)c1cccc(NC(=O)C(C)(C)C)c1 (stereo not drawn),?,13%,14%,14%,-6%,4%,18%,?,4
COc1ccc(C2=NN(CCC(=O)NC3CCCCCC3)C(=O)CC2)cc1,-21%,1%,0%,1%,18%,8%,-9%,-1%,-6
CCc1cc(C(=O)Nc2cc(S(=O)(=O)N3CCOCC3)ccc2N2CCN(CC)CC2)sc1C,-5%,2%,5%,5%,9%,-7%,9%,12%,?
C[C@H](CO)N1C[C@H](C)[C@@H](CN(C)C(=O)Nc2ccc(C(F)(F)F)cc2)Oc2ccc(NS(=O)(=O)c3cn(C)cn3)cc2C1=O,3%,10%,-4%,-12%,-1%,0%,-4%,7%,8
COC(=O)c1[nH]c(C)c(/C(O)=C2\C(=O)C(=O)N(CCN3CCOCC3)C2c2ccc(C)o2)c1C (stereo not drawn),1%,-1%,-4%,10%,-1%,-29%,6%,?,-4
COc1ccc(C(=O)NCCS(=O)(=O)NCc2ccc(C)cc2)cc1,2%,-5%,10%,14%,9%,2%,7%,7%,-3
CCOC(=O)c1ccc(NC(=O)CSC(=S)N2CCOCC2)cc1,-16%,-1%,.,5%,9%,12%,-1%,-12%,7
Cc1cccc(C(=O)Nc2ccccc2C(=O)NCc2ccco2)c1,-1%,9%,-16%,-1%,-4%,-28%,-2%,?,-27
COc1ccc(C(=O)CC(=O)C(=O)Nc2ccc(C)cc2Cl)cc1,-2%,5%,-15%,18%,-19%,2%,12%,-2%,11
COC(=O)c1nnn(-c2nonc2N)c1CSCCO,-5%,2%,-6%,1%,15%,-5%,-1%[9.24 µM],-5%,8
CC(C)Cc1nnc(NC(=O)CC(=O)Nc2ccccc2C(=O)O)s1,6%,2%,-27%,1%,11%,-12%,19%,-4%,13
Cc1ccccc1Nc1nc2ccccc2n1C(C)C,-6%,-35%[inhibitor],5%,10%,20%,-17%,16%,2%,-4
Cn1c(-c2ccccc2)cnc1N,-6%[9.22 µM],-8%,22%,-3%,-13%,-2%,0%,1%,?
CCn1cc(CNC(=O)C2CCC(=O)N(Cc3ccccc3F)C2)cn1 (stereo not drawn),6%,10%,0%,8%,8%,-7%,12%,0%,17
CC(N=C1NS(=O)(=O)c2ccccc21)C(=O)NCCCc1ccccc1 (stereo not drawn),-5%,-2%,-10%,1%,11%,5%,0%,10%,5
Cn1cccc1CC(=O)N/N=C/c1ccc(Cl)c([N+](=O)[O-])c1,0%,2%,-33%,-8%,1%,-8%,1%,16%,-90*
CC(C)(C)NC(=O)C(c1ccc(F)cc1)N(Cc1ccccc1Cl)C(=O)c1ccn[nH]1 (stereo not drawn),7%,-5%,.,11%,1%,-2%,10%,18%,0
CN(C)CCCn1c2c(c(SCC(=O)Nc3ccc4c(c3)OCCO4)nc1=O)CCC2,-5%,3%,7%,-6%,14%,0%,-9%,0%,0
Cc1ccc(S(=O)(=O)Nc2cccc(C(=O)NCC(C)(C)N3CCOCC3)c2)cc1F,-1%,6%,-9%,-1%,-9%,4%,3%,-24%,5
CC[C@@]1(C(=O)OC)N[C@H](CN(C)S(=O)(=O)c2ccc(F)cc2)[C@@H]2C(=O)N(C)C(=O)[C@@H]21,-8%,2%,8%,14%,11%,5%,10%,-4%,25
COc1ccccc1C(=O)Nc1ccc(OCC(=O)N2CC(C)OC(C)C2)cc1 (stereo not drawn),-7%,7%,6%,14%,18%,-1%,21%,1%,0
Cc1c(Br)c([N+](=O)[O-])nn1C(C)C(=O)Nc1c(C)n(C)n(-c2ccccc2)c1=O (stereo not drawn),7%,-7%,20%,0%,10%,0%,0%,7%,8
COc1ccc(OC)c(NC(=O)C23CCC(C)(C(=O)C2)C3(C)C)c1 (stereo not drawn),-7%,5%,4%,4%,13%,-3%,-1%,-3%,-5
COc1ccc(CCNC(=O)COC(=O)/C=C/c2ccc3c(c2)OCO3)cc1,-6%,0%,3%,0%,1%,4%,-3%,3%,1
O=C(O)CC1(CC(=O)Nc2cccc(C(=O)O)c2)CCCC1,-2%,-17%,.,10%,-2%,-11%,-4%,3%,-5
CCN(CC)CCCNC(=O)c1cn(CCOC)c(=O)c2c1c1ccccc1n2C,7%,0%,5%,2%,-3%,-2%,0%,28%,10
COc1ccc(NC(=O)Nc2cc(C(C)(C)C)on2)cc1OC,-6%,-16%,3%,10%,16%,-1%,10%,14%,?
Cc1ccc(NC(=O)Nc2cccc(Cl)c2)c(C(=O)O)c1,14%,-5%,.,-15%,0%,0%,-4%,6%,-16
CN(C)CC1CCCCC1C1(O)c2ccccc2CSc2sccc21 (stereo not drawn),?,0%,0%,18µM*,-10%,-1%,18µM*,0%,?
CC(=O)Oc1cc(C(=O)OCC(=O)N2CCc3ccccc3C2)cc(OC(C)=O)c1OC(C)=O,?,6%,?,-4%,-26%,18µM*,-30%,-13%,28
CCOC(=O)c1ccc(NC(=O)c2nc[nH]c2C(=O)NCCCNC(=O)c2[nH]cnc2C(=O)Nc2ccc(C(=O)OCC)cc2)cc1,-12%,1%,6%,13%,13%,3%,17%,8%,9
Clc1ccc2c(c1)nc1n2CCCC1,3%,7%,.,2%,?,2%,6%,-1%,4
CCOC(=O)C(NC(=O)CC)(N1CCc2ccccc2C1)C(F)(F)F (stereo not drawn),-3%[9.22 µM],-3%,2%,2%,-5%,8%,1%,5%,9

# Screens: PubChem, National Center for Advancing Translational Sciences (NCATS)

# No enrichment for hits; overall some 12% were active at least once.
